RSV CPE inhibition = RSV antiviral activity via CPE protection, HEp-2 cells, primary 10 µM value included (AID 2391); HEp-2 cells, RSV-induced CPE inhibition; higher % means a stronger effect; one-dose CPE inhibition, % at 10 µM; IC50 in µM for titrated hits; 0.13% of 310,000 active; in the data active = a potency from the dose series; inconclusive = CPE inhibition mostly from about 23% at the one dose, without a potency; inactive = the rest, 99 in 100 with CPE inhibition below about 21%; also: strong numbers were not always called active
human PMI inhibitors = human PMI inhibitors, high substrate, primary screen, biochemical, fluorescence intensity, high mannose 6-phosphate (AID 1220); Mannose-6-phosphate isomerase (Homo sapiens); 0.66% of 190,000 active; inhibition, % at 20 µM; hits with a dose series show IC50 in µM; recombinant PMI enzyme, coupled fluorescence intensity; higher % means a stronger effect
Ins promoter up = insulin promoter activators in MIN6 cells, imaging, high-content screening, mouse beta cells | MIN6 insulin promoter-GFP reporter; stronger effect = higher value | z-score at 5 µM | 0.3% of 190,000 active;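 active = z-score above 3 at 5 µM with at least 500 cells counted in the well; inconclusive = wells under 500 cells, flagged as cytotoxic or low count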
Salmonella PhoP GFP = inhibitors of PhoP regulon expression, primary screen, Salmonella Typhimurium, GFP reporter (AID 1863); S. Typhimurium PhoP-regulated promoter GFP reporter, 4 h; higher % means a stronger effect; one-dose inhibition, % at 50 µM; IC50 in µM for titrated hits; 0.16% of 300,000 active;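 active = inhibition over 29.93%, a cutoff 3 SD above the screen mean, later confirmed by dose response; inconclusive = inhibition over 29.93% but no dose response follow-up; inactive = inhibition at most 29.93% or unconfirmed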;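 also: 0% = low Mg2+ inducing control and 100% = high Mg2+ repressing control; strong numbers were not always called active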
human PMI inhibition = inhibitors of human PMI, primary screen, biochemical, fluorescence intensity, coupled assay (AID 1209). purified PMI enzyme, coupled fluorescence intensity; higher % means a stronger effect. inhibition, % at 20 µM; hits with a dose series show IC50 in µM. 0.42% of 190,000 active;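 also: plate controls were DMSO vehicle for no effect and wells lacking substrate for full effect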
Large T inhibition = SV40 large T antigen inhibitors, biochemical (AID 1903). SV40 large T antigen ATPase/helicase inhibition assay; higher % means a stronger effect. inhibition, % at 20 µM, or IC50 in µM where a hit was titrated. 0.39% of 310,000 active; in the data active = a potency from the dose series; inconclusive = inhibition mostly from about 32% at the one dose, without a potency; inactive = the rest, 99 in 100 with inhibition below about 32%; also: strong numbers were not always called active
West Nile virus CPE = West Nile virus antiviral activity, cell-based, CPE readout (AID 1621); West Nile virus-infected cells, CPE inhibition; higher % means a stronger effect; CPE inhibition, % at 10 µM, or IC50 in µM where a hit was titrated; 0.02% of 290,000 active; in the data active = a potency from the dose series; inconclusive = CPE inhibition mostly from about 3.7% at the one dose, without a potency; inactive = the rest, 99 in 100 with CPE inhibition below about 2.2%; also: strong numbers were not always called active
TNAP activation fold = human TNAP enzyme activators, primary screen, biochemical, luminescent, no phosphate acceptor, uHTS (AID 1001) | 0.03% of 200,000 active | Alkaline phosphatase, tissue-nonspecific isozyme (Homo sapiens) | purified TNAP, luminescent activation assay, no phosphate acceptor; higher activation fold means a stronger effect | activation fold at 20 µM, or EC50 in µM where a hit was titrated; in the data active = activation fold from about 3, or a potency from the dose series; inactive = the rest, 99 in 100 with activation fold below about 1.6; also: many of its hits are not listed in these tables
ER stress rescue = rescue of cells from ER stress-induced death, primary screen, 384-well, CSM14.1, thapsigargin, ATP luminescence (AID 1222) | 190,000 tested, under 10 active | cellular ATP content (survival), % at 20 µM; hits with a dose series show EC50 in µM | CSM14.1 thapsigargin-induced death rescue, ATP luminescence; higher % means a stronger effect;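 active = EC50 below 50 µM in the dose-response confirmation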;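 also: death triggered by thapsigargin at about 15 µM added after 2 h compound pretreatment; cell ATP read after overnight thapsigargin exposure of roughly 18 to 22 hours; normalized against plate controls of thapsigargin alone and 5% DMSO vehicle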
Ins promoter up cell count = recorded beside Ins promoter up, whose call it bears; cell count; measured here: cytotoxicity, nuclei count;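 total cells summed across four imaged fields per well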
Starred values were filed as active, the others as inactive; u = inconclusive; x = no result given. Rule as the data show it, unless noted: active = inhibition above about 50%; inactive = the rest. Compounds were not picked by outcome (roughly 1.5% active in at least one column).

molecule	Ins promoter up	RSV CPE inhibition	Ins promoter up cell count	TNAP activation fold	West Nile virus CPE	Salmonella PhoP GFP	human PMI inhibitors	ER stress rescue	Large T inhibition	human PMI inhibition
Cc1ccc(C(=O)N2CCCCCC2)cc1Br	0.36	1.4%	2039	1.1	0.2%	-13%	9%	-2.9%	0%	11%
O=C(c1coc(=O)c(Br)c1)N1CCC(C(O)(c2ccccc2)c2ccccc2)CC1	-0.53	0.8%	1289	x	0.5%	-3%	x	x	18%	x
CSc1ccccc1NC(=O)CSCc1ccc(C)cc1	0.53	-0.1%	1454	1.1	0.1%	-5%	10%	0.4%	10%	14%
Cc1ccc(-c2nnc(N3CCN(C(=O)COc4ccccc4)CC3)c3ccccc23)cc1	-1	u	796	1.1	u	1%	4%	1.3%	22%	6%
Cc1cccc(C(=O)NC(NC(=S)Nc2ccc(S(N)(=O)=O)cc2)C(Cl)(Cl)Cl)c1 (stereo not given)	0.2	3.8%	1414	0.7	0.0%	-6%	16%	-2.3%	7%	23%
CCn1c(NCc2cc(OC)c(OC)c(OC)c2)nc2ccccc21	x	1.6%	x	x	-1.2%	-3%	x	x	4%	x
COC(=O)C1=C(C(=O)OC)[C@@H]2N(C)c3ccc(OC)cc3[C@@]23C[C@@H](C(=O)OC)N(S(=O)(=O)c2ccc([N+](=O)[O-])cc2)C3=N1	-0.59	-0.3%	771	x	-0.1%	4%	x	x	2%	x
CCn1c(=NC(=O)CSCC(=O)Nc2nccs2)sc2ccccc21	-0.55	0.9%	963	1.1	-0.1%	-1%	-5%	4.2%	-3%	2%
CNC(=S)Nc1ccc(Br)cc1	-0.44	0.0%	1336	1.1	0.1%	2%	-8%	-2.5%	2%	-6%
Cn1c(N)c(C#N)c2c(c1=S)COC(C)(C)C2	0.5	-0.1%	851	1.2	x	-9%	-48%	0.1%	10%	-21%
Cn1c(SCc2ccc(C#N)cc2Cl)nc2ccccc21	0.1	8.0%	1235	1.1	1.3%	-3%	15%	2.2%	4%	4%
O=C(CN(c1ccccc1)S(=O)(=O)c1ccccc1[N+](=O)[O-])NN=C1CCCCCCC1	-0.24	-1.0%	1333	1	-0.1%	16%	2%	-1.7%	8%	-1%

molecule	Ins promoter up	RSV CPE inhibition	Ins promoter up cell count	TNAP activation fold	West Nile virus CPE	Salmonella PhoP GFP	human PMI inhibitors	ER stress rescue	Large T inhibition	human PMI inhibition
O=C(Nc1ccc(-c2ccco2)cc1)C1CCCN(Cc2ccc(CO)o2)C1 (stereo not given)	x	0.8%	x	x	-0.3%	-7%	x	x	15%	x
c1ccc(-c2nccc(-c3ccc4c(c3)OCO4)n2)cc1	-0.94	11%	1361	1.1	-0.6%	8%	4%	-1.1%	0%	2%
CCn1nc2cc(C(=O)NCc3cc(C(F)(F)F)cc(C(F)(F)F)c3)ccc2c1OC	0.83	1.4%	1493	1	-0.4%	2%	1%	-1.5%	8%	5%
Cc1cc(-c2ccccc2C(=O)Nc2ccccc2O)on1	-0.44	3.0%	1086	x	-0.2%	-5%	x	x	6%	x
Cn1c(=O)[nH]c(=O)c2c1nc(NC1CCCCC1)n2Cc1ccccc1	-0.93	0.5%	1488	1.2	0.3%	-12%	-3%	-0.5%	7%	1%
O=C(CSCc1cnn(-c2ccccc2)c1-n1cccc1)NCc1cccnc1	1.8	1.6%	1115	1.1	-1.2%	-7%	-1%	-1.2%	25%	-9%
COc1ccc(CC(=O)NCc2ccc3c(c2)cc(C)n3C)cc1OC	-0.14	1.1%	1629	1.1	-0.2%	0%	28%	0.2%	6%	6%
CCc1nnc(NC(=O)CSc2nnc(-c3cccnc3)n2CCc2ccccc2)s1	0.55	0.2%	701	1	-0.6%	-10%	6%	-2.6%	-2%	22%
C[N+]1(CN2C(=O)C3C4C=CC(C4)C3C2=O)CCCCC1 (stereo not given)	-0.04	0.6%	1451	x	-0.1%	-11%	x	x	5%	x
O=C1C(=O)N(c2ccccn2)C(c2ccc(Br)cc2)/C1=C(/O)c1ccc(Br)cc1 (stereo not given)	x	15%	x	x	-1.3%	2%	x	x	13%	x
COc1ccc(CNC(=S)Nc2cccc(OC)c2)cc1	x	0.9%	x	x	-0.4%	4%	x	x	1%	x
CCOC12CC(C)(C)CC(C)(CC3=C1C(=O)CC(C)(C)C3)C2 (stereo not given)	-0.01	1.1%	1056	1	0.2%	-12%	2%	-1.2%	-3%	-1%

10 entries already listed, ordered by number of heavy atoms, smallest number first.
molecule	Ins promoter up	RSV CPE inhibition	Ins promoter up cell count	TNAP activation fold	West Nile virus CPE	Salmonella PhoP GFP	human PMI inhibitors	ER stress rescue	Large T inhibition	human PMI inhibition
Cn1c(N)c(C#N)c2c(c1=S)COC(C)(C)C2	0.5	-0.1%	851	1.2	x	-9%	-48%	0.1%	10%	-21%
C[N+]1(CN2C(=O)C3C4C=CC(C4)C3C2=O)CCCCC1 (stereo not given)	-0.04	0.6%	1451	x	-0.1%	-11%	x	x	5%	x
COc1ccc(CNC(=S)Nc2cccc(OC)c2)cc1	x	0.9%	x	x	-0.4%	4%	x	x	1%	x
CCOC12CC(C)(C)CC(C)(CC3=C1C(=O)CC(C)(C)C3)C2 (stereo not given)	-0.01	1.1%	1056	1	0.2%	-12%	2%	-1.2%	-3%	-1%
CCn1c(=NC(=O)CSCC(=O)Nc2nccs2)sc2ccccc21	-0.55	0.9%	963	1.1	-0.1%	-1%	-5%	4.2%	-3%	2%
Cn1c(=O)[nH]c(=O)c2c1nc(NC1CCCCC1)n2Cc1ccccc1	-0.93	0.5%	1488	1.2	0.3%	-12%	-3%	-0.5%	7%	1%
O=C(CSCc1cnn(-c2ccccc2)c1-n1cccc1)NCc1cccnc1	1.8	1.6%	1115	1.1	-1.2%	-7%	-1%	-1.2%	25%	-9%
O=C(c1coc(=O)c(Br)c1)N1CCC(C(O)(c2ccccc2)c2ccccc2)CC1	-0.53	0.8%	1289	x	0.5%	-3%	x	x	18%	x
CCn1nc2cc(C(=O)NCc3cc(C(F)(F)F)cc(C(F)(F)F)c3)ccc2c1OC	0.83	1.4%	1493	1	-0.4%	2%	1%	-1.5%	8%	5%
Cc1ccc(-c2nnc(N3CCN(C(=O)COc4ccccc4)CC3)c3ccccc23)cc1	-1	u	796	1.1	u	1%	4%	1.3%	22%	6%

Remaining list, next part:
molecule	Ins promoter up	RSV CPE inhibition	Ins promoter up cell count	TNAP activation fold	West Nile virus CPE	Salmonella PhoP GFP	human PMI inhibitors	ER stress rescue	Large T inhibition	human PMI inhibition
COc1ccc(NC(=S)N(CCc2c(C)[nH]c3ccc(C)cc23)Cc2ccco2)cc1	-0.46	9.7%	1066	1	x	-3%	16%	-0.3%	5%	15%
Cc1ccc(S(=O)(=O)N2CCCCC2C(=O)N2CCN(Cc3ccccc3)CC2)cc1 (stereo not given)	-2.2	2.7%	1078	1.1	-1.1%	-1%	-14%	-0.6%	-1%	-15%
O=C(CN(c1ccc(Cl)c(C(F)(F)F)c1)S(=O)(=O)c1ccccc1)N1CCOCC1	x	0.1%	x	1.2	-0.4%	5%	12%	0.2%	21%	10%
CSc1nc(N)c(NC(=O)c2ccc(Br)o2)c(=O)[nH]1	x	1.0%	x	x	0.5%	-3%	x	x	-1%	x
O=C(c1ccc(NC(=O)C(c2ccccc2)c2ccccc2)cc1)c1ccc(C(=O)O)c(C(=O)O)c1	x	1.1%	x	x	0.9%	0%	x	x	27%	x
Cc1cc(C)cc(C(=O)NCCC(=O)N2CCC3(CC2)NCCc2[nH]cnc23)c1	x	-1.3%	x	x	0.7%	5%	x	x	5%	x
Cc1ccc(N2C(=O)NC(NS(=O)(=O)c3ccccc3)(C(F)(F)F)C2=O)cc1 (stereo not given)	x	0.3%	x	x	-0.4%	4%	x	x	-1%	x
Cc1ccc(OC(=O)c2cc(C)nn2C(C)(C)C)cc1	-0.65	4.7%	1376	x	-0.3%	-3%	x	x	8%	x
O=C(Nc1ccc(S(=O)(=O)NCCc2ccccc2)cc1)c1ccco1	x	-0.4%	x	1.1	-0.8%	-4%	3%	-2.8%	-1%	9%
O=C1CSC(=S)N1CC1CCCO1 (stereo not given)	-0.21	-1.7%	993	0.9	u	19%	9%	-2.4%	19%	-3%
COc1ccc(N=c2scc(-c3ccc(OC)cc3)n2CCO)cc1	x	-1.1%	x	1	-1.3%	6%	4%	2.5%	22%	2%
O=[N+]([O-])c1ccc2c(c1)nnn2-c1ccccc1	x	54%	x	x	-0.7%	7%	x	x	10%	x

molecule	Ins promoter up	RSV CPE inhibition	Ins promoter up cell count	TNAP activation fold	West Nile virus CPE	Salmonella PhoP GFP	human PMI inhibitors	ER stress rescue	Large T inhibition	human PMI inhibition
CCC1=NN(C(=O)C(=O)Nc2ccccc2OC)C(O)(C(F)(F)F)C1 (stereo not given)	-0.14	2.0%	1626	1.1	0.1%	-9%	-8%	-4.3%	8%	-1%
Cn1nc(-c2ccc(Cl)cc2)c2cc(C(=O)N3CCOCC3)sc21	-0.59	0.8%	1077	1.1	0.4%	5%	5%	-0.9%	3%	2%
CC1CCN(CCCNC(=O)c2ccc3c(=O)n(Cc4ccc(Cl)cc4)c(=S)[nH]c3c2)CC1	0.81	8.1%	1382	1.1	-2.0%	-6%	-18%	-2.1%	10%	-23%
CN(C)c1nc(Oc2ccc(=O)n(-c3ccccc3)n2)nc(N2CCOCC2)n1	-0.59	2.4%	1245	1.1	-0.1%	1%	17%	-1.4%	2%	6%
[O-][n+]1ccccc1SC/C=C/c1ccccc1	-0.4	0.4%	1053	1	-0.1%	3%	10%	-0.9%	6%	1%
COc1ccc(C)cc1NC(=O)c1cnc2sccn2c1=O	-1.1	x	2075	1.1	x	x	10%	-1.3%	x	11%
Clc1cccc(Cl)c1-c1noc(CN2CCOCC2)n1	0.31	-0.6%	1423	x	0.2%	-1%	x	x	17%	x
CCCS(=O)(=O)n1nc(-c2ccc(Br)cc2)cc1N	0.3	2.6%	1414	0.9	-0.2%	6%	10%	x	12%	12%
